Compound activity as filed in PubChem BioAssay.
MITF TRPM1 HTS: MITF TRPM1 promoter activation in melanoma cells. activation, % at 12.5 µM. actives 0.75% (n = 300,000). SK-MEL-5 TRPM1-promoter luciferase, 24 h; % of positive control, neutral wells = 0;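 active = mean activation of at least 80% with every replicate also reaching 80%; inconclusive = mean reaches 80% but some replicate falls short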;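 note: 0% = neutral control wells and 100% = parthenolide positive control wells; values of inactives mirror those of a sister screen read the other way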
Wnt act: activates Wnt/beta-catenin signaling in a reporter cell assay; activator, plate reader; AID 743398; activation, % at 9.35 µM; actives 1.2% (n = 300,000); in the data active = activation above about 30%, passing the limit was not always enough; inconclusive = no clear call, values can overlap the other calls;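 note: 0% = neutral control wells and 100% = positive control wells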
V-ATPase pHluor: yeast V-ATPase proton transport regulation by pHLuorin; S. cerevisiae, pHLuorin cytosolic pH fluorescence; response, % at 10 µM; actives 0.37% (n = 350,000); AID 504577; in the data active = response mostly above about 7.3%, no sharp cut-off; inactive = mostly below about 5.4%; note: actives read high; inactives centre near 0; some compounds called inactive have numbers as strong as hits; reference of the scale not given here
dFosB act: activators of mouse delta FosB homodimer; P13346; actives 0.99% (n = 340,000); purified delta FosB, TAMRA-CDK5 oligo fluorescence polarization; percent of positive-control signal above neutral wells; activation, % at 25 µM;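 active = mean activation above about 17%, with every replicate also reaching it, limit read from the data, passing the limit was not always enough; inconclusive = only one of the two conditions met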;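 note: fluorescence polarization rise as delta FosB binds a TAMRA Cdk5 AP-1 oligo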
HTR5A inv ctr: HTR5A inverse agonism, opioid heterodimer counter-screen | P47898 | HTR5A cell line, luminescence | inhibition, % at 9.3 µM | actives 0.083% (n = 340,000); in the data active = inhibition mostly above about 23%, no sharp cut-off; inactive = mostly below about 18%;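 note: 0% = cells with DMSO and 100% = no-cell wells with DMSO; some compounds called inactive have numbers as strong as hits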
Target sequence (P47898 whole entry, looked up): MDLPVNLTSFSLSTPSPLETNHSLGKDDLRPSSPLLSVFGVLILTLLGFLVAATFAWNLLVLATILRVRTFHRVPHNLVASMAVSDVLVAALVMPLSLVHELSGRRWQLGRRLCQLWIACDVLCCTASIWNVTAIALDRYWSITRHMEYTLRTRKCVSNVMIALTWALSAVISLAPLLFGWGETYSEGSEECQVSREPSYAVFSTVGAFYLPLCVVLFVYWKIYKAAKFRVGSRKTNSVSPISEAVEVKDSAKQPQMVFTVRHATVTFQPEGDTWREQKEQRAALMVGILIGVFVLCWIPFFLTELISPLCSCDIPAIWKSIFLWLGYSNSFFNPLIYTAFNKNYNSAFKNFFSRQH
HTR5A ag ctr: activates human HTR5A in OPRM1-OPRD1 agonist counter-screen; actives 0.61% (n = 340,000); activation, % at 9.3 µM; HTR5A agonist assay, luminescence, cell-based; P47898; in the data active = activation mostly above about 9.5%, no sharp cut-off; inactive = mostly below about 7.6%;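 note: 0% = cells with vehicle only and 100% = reference agonist; strong numbers were not always called active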
SR-BI HDL uptake: mouse SR-BI HDL lipid transfer inhibition; actives 0.96% (n = 320,000); inhibition, % at 12.5 µM; ldlA[mSR-BI] CHO cells, DiI-HDL uptake fluorescence, 3 h;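 active = mean replicate inhibition of at least 70% and a set share of replicates each scoring 70 or more; inconclusive = meets just one of the two criteria; inactive = fails both criteria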;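 note: 0% = median of neutral control wells and 100% = median of positive control wells; values of inactives mirror those of a sister screen read the other way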
Target sequence (Q61009 whole entry, looked up): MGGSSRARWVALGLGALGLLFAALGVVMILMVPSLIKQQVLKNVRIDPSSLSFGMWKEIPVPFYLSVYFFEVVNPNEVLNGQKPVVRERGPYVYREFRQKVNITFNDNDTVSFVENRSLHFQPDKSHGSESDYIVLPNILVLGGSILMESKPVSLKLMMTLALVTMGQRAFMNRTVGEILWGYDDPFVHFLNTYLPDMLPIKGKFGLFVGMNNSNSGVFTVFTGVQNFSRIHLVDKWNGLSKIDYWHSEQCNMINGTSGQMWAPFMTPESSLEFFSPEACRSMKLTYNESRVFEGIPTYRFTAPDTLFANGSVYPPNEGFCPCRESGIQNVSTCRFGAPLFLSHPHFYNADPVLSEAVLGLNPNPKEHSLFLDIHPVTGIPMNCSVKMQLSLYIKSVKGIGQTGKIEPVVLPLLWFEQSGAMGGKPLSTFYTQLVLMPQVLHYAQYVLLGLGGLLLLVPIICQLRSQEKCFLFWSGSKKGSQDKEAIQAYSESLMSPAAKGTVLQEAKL
CDK5 p35 inh: inhibitors of human CDK5/p35 kinase | actives 0.01% (n = 330,000) | Q00535+Q15078 | Recombinant CDK5/p35, ADP-Glo luminescence, 60 min | inhibition, % at 10 µM;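 active = highest replicate inhibition of at least 50% and at least 75% of replicates reaching 50%; inconclusive = only one of the two criteria met; inactive = both criteria failed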;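 note: plate controls were DMSO neutral control for no effect and GW8510 at 10 µM for full effect; many of its hits are not listed in these tables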
PvdQ inh: P. aeruginosa PvdQ acylase inhibition. actives 0.063% (n = 340,000). inhibition, % at 10 µM. purified PvdQ acylase, fluorescence plate reader; in the data active = inhibition above about 30%, passing the limit was not always enough; inconclusive = no clear call, values can overlap the other calls;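 note: 0% = vehicle neutral wells and 100% = reference inhibitor wells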
NSD2 inh: inhibitors of human histone methyltransferase NSD2; AID 743445; NSD2 peptide methylation, AlphaScreen, 120 min; inhibition, % at 12.5 µM; O96028; actives 0.54% (n = 310,000); in the data active = inhibition above about 50%
The depositor's hits bear a star; ? = inconclusive; . = no result given.

SMILES	MITF TRPM1 HTS	Wnt act	V-ATPase pHluor	dFosB act	HTR5A inv ctr	HTR5A ag ctr	SR-BI HDL uptake	CDK5 p35 inh	PvdQ inh	NSD2 inh
COc1ccc(N=C2SCC(=O)N2c2ccc(OC)cc2)cc1	0	-1	2	0	15	-9	-3	-1.6	7	.
CC(C)Oc1ccc(C(=O)NC(=S)Nc2ccc(CN3CCOCC3)cc2)cc1	2	0	1	-5	1	2	-5	-0.8	-14	-2
CCC1=Nc2cc(C(=O)NCC3CCCO3)ccc2Sc2ccc(Cl)cc21 (stereo not drawn)	1	4	2	-4	-15	5	6	-6.6	-9	14
COc1ccc(CNC(=O)COC(=O)CCc2c[nH]c3ccccc23)cc1	-3	4	5	-6	-13	5	-22	4.8	7	-1
CCOC(=O)C1CCCN(C(=O)c2cccc(S(=O)(=O)N(C)c3c(C)n(C)n(-c4ccccc4)c3=O)c2)C1 (stereo not drawn)	-5	-1	3	4	-12	5	-1	5.8	7	16
O=C(CN1C(=O)COc2ccccc21)N1CCCC1	.	6	0	1	-15	4	-20	-2.4	-8	-1
C[C@@H]1CN(S(=O)(=O)C(C)(C)C)[C@H](CCO)/C1=C\c1ccccc1	6	0	0	1	6	-2	.	2.3	-12	.
COc1cccc(CC2(CO)CCCN(CC3=Cc4cc(OC)ccc4OC3)C2)c1 (stereo not drawn)	-5	0	-1	-17	-22	8	-1	-1.1	-13	1
CCCN(CC(=O)Nc1cccc(S(N)(=O)=O)c1)CC(=O)Nc1ccc(F)c(F)c1F	-6	2	-1	-6	-10	3	24	-0.8	4	-1
COc1ccc(CNC(=O)Cn2cc3c(n2)CCCCC3)cc1	.	0	-1	1	1	0	0	0.2	-8	.
Cc1ccc(S(=O)(=O)N2CCN(Cc3cc(C(C)C)ccc3O)CC2)cc1	4	-3	2	-2	-12	3	-3	0.5	-4	2
c1ccc2c(c1)nc1sccn12	.	-1	-3	9	-4	4	-13	-1.1	10	-2
COC(=O)c1c(O)cc(=O)n2c1CCCCC2	-9	1	6	-6	-15	-7	-6	0.2	-11	-2
Cc1ccc(C(C)(C)C)c(OCCCn2ccnc2)c1	-6	-2	5	-5	-15	6	35	1.5	-7	0
COc1ccc(/C=N/NC(=O)Cc2csc(Nc3cccc(C(F)(F)F)c3)n2)cc1C	-6	.	5	-7	-26	1	32	2.6	-5	44
Cc1cc(C(F)F)n2ncc(C(=O)NCc3ccccc3C(F)(F)F)c2n1	3	-1	1	7	-9	3	30	2.4	3	-2
O=[N+]([O-])c1ccc(N2CCCCC2)c(-c2nn[nH]n2)c1	3	7	-3	-1	29	4	-18	0.4	-2	.
O=C(CCN1CCCCC1)c1ccc2c(c1)OCCO2	-4	-1	-1	0	-15	6	9	-0.3	-22	1
CCN(CC)c1ccc(C(=O)O)cc1	3	-8	-2	-6	-21	0	-24	-1.6	-6	1
O=C(CCl)Nc1ccc2c(c1)OCO2	-24	-1	2	3	-11	5	-15	-2.7	-15	0
CC(C)(C)c1ccc(C(=O)OC/C(O)=C(\C#N)c2nc3ccccc3s2)cc1	-8	0	-2	4	-12	5	1	-1.5	-8	3
CCn1c(Cc2ccccc2)nnc1SCC(=O)Nc1ccccc1	.	.	0	-2	-8	4	-14	2.6	?	-1
CC(O)c1nc2ccccc2n1Cc1ccccc1 (stereo not drawn)	.	-2	4	-1	7	0	-7	-1.2	3	-5
O=C(COC(=O)CCC(=O)c1ccc(F)cc1)Nc1nnc(-c2ccccc2)o1	-9	1	0	-10	-10	3	-26	0.9	-11	-3
COCC(C)NC(=O)C(C)N1c2cccc3cccc(c23)S1(=O)=O (stereo not drawn)	0	-1	2	-13	-44	2	9	-2.0	-12	0
CC(C)(C)N=C1NN=C(c2ccc(Cl)cc2)CS1	46	5	3	1	-20	-1	7	-0.5	-5	2
COc1ccc(S(=O)(=O)N(C)C)cc1NC(=O)COC(=O)CC1CCCC1	8	-1	0	-3	6	-2	5	-1.6	0	1
CN1CCN(c2nc3c(c(=O)[nH]c(=O)n3C)n2Cc2ccc([N+](=O)[O-])cc2)CC1	3	0	-3	-6	13	-4	22	-1.6	-1	2
Cc1csc(NC(=O)C2CCCCN2S(=O)(=O)c2ccccc2)n1 (stereo not drawn)	-3	-2	5	-6	-5	2	5	0.5	3	7
CCn1c(N2CCN(S(=O)(=O)c3ccccc3C(F)(F)F)CC2)nc2ccccc21	.	-5	0	-10	-62	13*	2	-0.4	2	-3
Cc1ccc(C(=O)NC(=S)NCCCN2CCOCC2)cc1	10	-1	-1	2	-10	3	4	0.1	-13	11
Nc1nc(-c2ccco2)nn1C(=O)c1ccc(F)cc1	9	-1	7	.	25	-3	6	-0.3	-13	1
COc1cc(-n2c(C)nc3cccnc32)c(Cl)cc1C(=O)O	11	1	-2	-3	5	-1	-14	0.1	-9	-5
CSc1ncc2c(=O)[nH]c(-c3ccccc3)nc2n1	1	-2	2	-14	-10	3	5	-0.1	-13	-2
CSc1cccc(NC(=S)N2CCC(N(C)C3CCCC3)CC2)c1	5	-2	-6	-4	-22	7	-14	0.2	-20	22
O=C(CCCc1nc(-c2ccc(Cl)cc2)no1)NC1CCCCC1	-18	-2	-4	2	-6	2	-1	0.9	-17	14
COc1cccc(CN2CC(C(=O)NCc3ncc(C)[nH]3)CCC2=O)c1 (stereo not drawn)	-7	0	1	-7	-10	4	-34	-0.3	-13	4
O=C(N/N=C/c1ccc(N2CCOCC2)cc1)c1ccncc1	7	0	3	1	-16	1	-2	-5.0	-5	-2
CC(=O)N1CCN(c2ccc(NCc3ccccc3)cc2)CC1	2	1	-6	-14	-1	-2	1	-0.2	-6	-1
COc1ccc(Cc2nnc(NC(=O)c3c(-c4ccccc4)noc3C)s2)cc1	-1	0	-1	0	3	-1	-15	-0.1	-16	21

Reformatted comma-delimited: entries from further up
structure,MITF TRPM1 HTS,Wnt act,V-ATPase pHluor,dFosB act,HTR5A inv ctr,HTR5A ag ctr,SR-BI HDL uptake,CDK5 p35 inh,PvdQ inh,NSD2 inh
COc1ccc(S(=O)(=O)N(C)C)cc1NC(=O)COC(=O)CC1CCCC1,8,-1,0,-3,6,-2,5,-1.6,0,1
CN1CCN(c2nc3c(c(=O)[nH]c(=O)n3C)n2Cc2ccc([N+](=O)[O-])cc2)CC1,3,0,-3,-6,13,-4,22,-1.6,-1,2
Cc1csc(NC(=O)C2CCCCN2S(=O)(=O)c2ccccc2)n1 (stereo not drawn),-3,-2,5,-6,-5,2,5,0.5,3,7
CCn1c(N2CCN(S(=O)(=O)c3ccccc3C(F)(F)F)CC2)nc2ccccc21,.,-5,0,-10,-62,13*,2,-0.4,2,-3
Cc1ccc(C(=O)NC(=S)NCCCN2CCOCC2)cc1,10,-1,-1,2,-10,3,4,0.1,-13,11
Nc1nc(-c2ccco2)nn1C(=O)c1ccc(F)cc1,9,-1,7,.,25,-3,6,-0.3,-13,1
COc1cc(-n2c(C)nc3cccnc32)c(Cl)cc1C(=O)O,11,1,-2,-3,5,-1,-14,0.1,-9,-5
CSc1ncc2c(=O)[nH]c(-c3ccccc3)nc2n1,1,-2,2,-14,-10,3,5,-0.1,-13,-2
CSc1cccc(NC(=S)N2CCC(N(C)C3CCCC3)CC2)c1,5,-2,-6,-4,-22,7,-14,0.2,-20,22
O=C(CCCc1nc(-c2ccc(Cl)cc2)no1)NC1CCCCC1,-18,-2,-4,2,-6,2,-1,0.9,-17,14
COc1cccc(CN2CC(C(=O)NCc3ncc(C)[nH]3)CCC2=O)c1 (stereo not drawn),-7,0,1,-7,-10,4,-34,-0.3,-13,4
O=C(N/N=C/c1ccc(N2CCOCC2)cc1)c1ccncc1,7,0,3,1,-16,1,-2,-5.0,-5,-2
CC(=O)N1CCN(c2ccc(NCc3ccccc3)cc2)CC1,2,1,-6,-14,-1,-2,1,-0.2,-6,-1
COc1ccc(Cc2nnc(NC(=O)c3c(-c4ccccc4)noc3C)s2)cc1,-1,0,-1,0,3,-1,-15,-0.1,-16,21

Continued.
SMILES	MITF TRPM1 HTS	Wnt act	V-ATPase pHluor	dFosB act	HTR5A inv ctr	HTR5A ag ctr	SR-BI HDL uptake	CDK5 p35 inh	PvdQ inh	NSD2 inh
COc1cccc(NC(=O)Nc2cccc(C)n2)c1	47	25	-4	6	-10	3	8	1.0	0	1
CCN=C1SC(C(=O)Nc2cc(Cl)cc(Cl)c2)CC(=O)N1CC (stereo not drawn)	-4	-1	1	-2	9	-1	24	0.3	-4	6
CCCCNc1c(-c2ccc(-c3ccc(C(C)=O)cc3)c(OC)c2)nc2cnccn12	1	.	-2	1	-34	8	73*	-4.0	-9	.
CCN(CC(=O)Nc1ccc(S(=O)(=O)N2CCCCC2)cc1)Cc1ccccc1	-5	-3	-5	-9	-20	3	28	-0.4	9	-4
Cc1ccc(CCNC(=O)C2CCN(S(=O)(=O)N3CCCCC3)CC2)cc1	-10	-3	5	-6	-3	6	45	-1.1	6	-1
CC1(OC(=O)CCc2ccccc2)C(=O)C=C2C=C(c3ccc(C#N)cc3)N(C3CCCCC3)C=C2C1=O (stereo not drawn)	-3	-1	10	-12	10	-3	-7	-0.5	-10	.
Cc1nc2ccccn2c1C(=O)N/N=C/c1ccc(F)cc1	.	2	0	-2	6	-1	7	0.9	12	-1
Cc1nc(NCCCn2ccnc2)c2ccccc2n1	4	.	-3	-3	-4	1	-11	1.4	-2	-1
Cc1ccc(NC(=O)CN(C)CC(=O)Nc2ccc(F)c(Cl)c2)cc1	-4	-5	3	-7	-12	3	10	-0.4	-8	5
COc1cc(CNCCc2ccccc2)cc(Br)c1OCC(=O)Nc1ccccc1C	15	-4	-2	-14	-45	18*	31	-1.4	-22	-3
CC(=O)n1cc([C@@H]2C=C(C(=O)N3CCN(Cc4ccccc4)CC3)O[C@H](OCc3ccc(CO)cc3)C2)c2ccccc21	-9	-3	3	-11	-5	-3	1	-1.3	-27	.
O=C(CC(Nc1ccccc1)c1ccccc1)C1CC1 (stereo not drawn)	-3	3	-4	8	-17	4	-5	-0.6	-12	-2
CCCC(=O)Nc1c(C)n[nH]c1C	12	-3	-7	-1	-20	2	-23	0.7	0	.
C[C@H](CO)N1C[C@H](C)[C@@H](CN(C)C(=O)Nc2ccc3c(c2)OCO3)Oc2c(NS(=O)(=O)c3ccccc3)cccc2C1=O	1	4	-6	-7	4	-3	22	-0.5	5	.
CC1Sc2ccc(C(=O)O)cc2NC1=O (stereo not drawn)	.	-1	-4	3	-11	-5	9	-1.1	4	-3
CS(=O)(=O)c1nc(-c2ccccc2)cc(C(F)(F)F)n1	-95	.	-4	-4	15	5	-20	0.1	-1	.
CC(C)CCn1c(=O)c2sccc2n2c(CCCC(=O)N3CCN(c4ccccn4)CC3)nnc12	-6	-3	-2	-12	-3	2	22	0.3	-4	0
Cc1csc(NC(=O)Cc2ccccc2[N+](=O)[O-])n1	-7	.	1	2	-4	1	-57	-0.7	7	0
O=C(CSc1nc2[nH]ncc2c(=O)[nH]1)Nc1ccc(Cl)c(Cl)c1	-5	4	1	-13	-8	3	5	0.5	-10	0
